Bioassay records from PubChem.
ARFGAP1 inh: inhibits rat ARF GTPase activating protein 1; Q62848; Arfgap1-stimulated ARF1 GTP hydrolysis, GDP FP detection; inhibition, % at 16.5 µM; 0.26% of 360,000 active; AID 651572;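 active = inhibition above a per-plate limit, mean inhibition of low control wells plus 3 SD, cut at about 25% in these data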;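 note: 0% = DMSO wells with enzyme and 100% = wells lacking Arfgap1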
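system = rat Arfgap1 catalytic domain, aa 1-136 | technique = FP, GDP Alexa 633 tracer displaced from anti-GDP antibody, 620/688 nm | compound = one concentration, 16.5 µM, DMSO 1.26% | medium = HEPES-based buffer, pH 7.5 | timing = compound-enzyme preincubation 20 min, reaction 120 min, detection 60 min, 25 °C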
rCAG binder: r(CAG) repeat RNA binding | TO-PRO-1 dye displacement fluorescence | inhibition, % at 3 µM | 1.3% of 370,000 active;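 active = inhibition above the plate cutoff, the mean of all test compounds on that plate plus 3 SD, cut at about 35% in these data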;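 note: 0% = DMSO alone and 100% = 100 µM mitoxantrone as full dye displacement; higher means more dye released from RNA so lower well fluorescence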
GC-A act: GC-A (human) enzyme activation. AID 1671463. P16066. 0.14% of 370,000 active. HEK293 GC-A cells, cGMP TR-FRET, EC30 ANP; 0% at EC30 ANP, 100% saturating ANP. activation, % at 10 µM; in the data active = activation above about 40%
GC-B act: GC-B (human) receptor activation; activation, % at 10 µM; 0.11% of 370,000 active; HEK293-GC-B cells, CNP EC30, cGMP TR-FRET; 0% at EC30 CNP, 100% saturating CNP; P20594;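 active = activation at 10 µM reaching about 35% in either raw or pattern-adjusted values, limit read from the data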
Target sequence (P20594 whole entry, looked up): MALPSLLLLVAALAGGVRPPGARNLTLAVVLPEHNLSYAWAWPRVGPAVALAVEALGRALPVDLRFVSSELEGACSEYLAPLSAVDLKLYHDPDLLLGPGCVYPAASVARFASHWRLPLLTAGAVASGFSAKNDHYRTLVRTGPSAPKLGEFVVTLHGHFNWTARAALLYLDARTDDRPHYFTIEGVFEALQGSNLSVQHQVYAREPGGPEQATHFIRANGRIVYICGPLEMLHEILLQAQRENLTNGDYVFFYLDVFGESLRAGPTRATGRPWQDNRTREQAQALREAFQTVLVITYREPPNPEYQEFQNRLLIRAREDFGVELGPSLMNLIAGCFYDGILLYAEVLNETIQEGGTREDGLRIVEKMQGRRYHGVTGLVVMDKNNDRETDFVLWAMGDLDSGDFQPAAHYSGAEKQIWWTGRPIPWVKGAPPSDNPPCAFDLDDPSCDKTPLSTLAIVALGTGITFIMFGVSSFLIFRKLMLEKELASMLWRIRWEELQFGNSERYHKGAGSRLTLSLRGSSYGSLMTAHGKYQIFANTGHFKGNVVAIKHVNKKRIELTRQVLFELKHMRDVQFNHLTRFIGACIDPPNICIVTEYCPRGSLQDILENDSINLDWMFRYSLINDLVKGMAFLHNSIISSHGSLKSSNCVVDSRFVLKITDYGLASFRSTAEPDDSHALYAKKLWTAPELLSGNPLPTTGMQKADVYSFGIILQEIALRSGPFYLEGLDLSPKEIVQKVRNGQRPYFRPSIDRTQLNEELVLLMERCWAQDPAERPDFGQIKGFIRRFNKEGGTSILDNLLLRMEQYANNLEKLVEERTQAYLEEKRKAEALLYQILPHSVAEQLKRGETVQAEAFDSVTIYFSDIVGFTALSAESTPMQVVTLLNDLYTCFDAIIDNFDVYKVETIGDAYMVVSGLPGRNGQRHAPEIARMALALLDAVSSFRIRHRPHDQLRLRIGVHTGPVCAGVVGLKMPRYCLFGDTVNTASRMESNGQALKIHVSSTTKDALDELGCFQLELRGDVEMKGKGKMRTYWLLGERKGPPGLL
GAA850 FXN act: frataxin GAA850 promoter activation; HEK293 lucGAA850 FXN promoter luciferase reporter, 24 h; percent of 10 µM SAHA response; activation, % at 6 µM; 0.56% of 360,000 active;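 active = activation above the average of all compounds screened plus 3 SD, cutoff fixed separately per campaign, cut at about 7.5% in these data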;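 note: 0% = DMSO wells and 100% = 10 µM SAHA wells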
ASAP1 GAP inh: inhibitors of human ASAP1 ArfGAP activity; Q9ULH1; ASAP1-stimulated ARF1 GTP hydrolysis, GDP FP detection; inhibition, % at 16.5 µM; 0.19% of 360,000 active; AID 624377; in the data active = inhibition above about 25%;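 note: 0% = vehicle with enzyme and substrate and 100% = no enzyme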
sPLA2-III inh: Blocks human group III sPLA2 activity; Q9NZ20; QFRET BODIPY PC-A2 liposome hydrolysis, fluorescence; inhibition, % at 12.2 µM; 0.56% of 370,000 active; AID 743126;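 active = inhibition above mean plus 3 SD of compounds lying within the high and low control bounds, cut at about 19% in these data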;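 note: 0% = median of test compound wells and 100% = no enzyme DMSO wells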
DDE Tn6 FP inh: inhibitors of Tn6 peptide binding to human fibrin DD(E); P02675; inhibition, % at 8.3 µM; 0.21% of 370,000 active; Fibrin DD(E) TRITC-Tn6 fluorescence polarization displacement;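 active = inhibition above a per-campaign cutoff: mean of compounds within control limits plus 3 SD, cut at about 15% in these data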;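 note: 0% = median of all compound wells on the plate and 100% = blocking peptide control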
KLK7 zymogen act: proKLK7 (human) activation, primary screen; P49862; purified proKLK7, EDANS-DABCYL substrate fluorescence; 100% is mature enzyme control, 0% vehicle; activation, % at 7 µM; 0.9% of 370,000 active;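 active = activation above the mean of all tested compounds plus 3 SD, computed per campaign excluding outliers beyond control limits, cut at about 13% in these data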
ADAM10 inh: ADAM10 inhibition, QFRET primary screen; O14672; recombinant ADAM10, EDANS/DABCYL FRET peptide cleavage, 3 h; inhibition, % at 7 µM; 0.62% of 370,000 active; AID 720582;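 active = inhibition above a per-campaign cutoff equal to the mean of compounds falling between control-based bounds plus 3 SD, cut at about 20% in these data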;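 note: 0% = DMSO wells while the 100% control is not disclosed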
The depositor's hits bear a star; x = no result given. Not a hit list. Share with any hit: about 4.5%.

nr | SMILES | ASAP1 GAP inh | GAA850 FXN act | GC-B act | ADAM10 inh | GC-A act | DDE Tn6 FP inh | sPLA2-III inh | rCAG binder | ARFGAP1 inh | KLK7 zymogen act
1 | COc1ccc([N+](=O)[O-])cc1N(CC(O)CN1CCCCC1)S(=O)(=O)c1ccc(C)cc1 (stereo not drawn) | -8 | -2.1 | 1 | 2 | -6 | 6 | -2 | 1 | 3 | -0.4
2 | O=C(CNC(=O)Cc1ccccc1)NCC(=O)N1CCN(C(c2ccccc2)c2ccccc2)CC1 | -4 | 0.0 | -6 | -2 | 0 | 1 | -3 | -8 | -3 | -0.1
3 | COc1cc(/C=N/Nc2nc(C)cc(=O)[nH]2)cc(OC)c1O | -4 | 0.6 | 4 | -7 | -8 | 9 | 4 | 0 | 2 | -0.7
4 | COCCNCC(=O)NC12CC3CC(CC(C3)C1)C2 | 5 | -1.1 | -2 | 0 | 1 | 4 | 1 | -2 | -2 | 0.8
5 | CCOC(=O)Nc1sc(C(=O)N(CC)CC)c(C)c1C(=O)OCC | 10 | -0.1 | 6 | 6 | 6 | 7 | -3 | -6 | 9 | 3.9
6 | O=C1CN(C(=O)c2ccccc2[N+](=O)[O-])C(c2ccccc2)c2cc(Br)ccc2N1 (stereo not drawn) | -10 | 0.6 | -25 | 4 | -52 | -2 | 3 | 1 | 0 | 0.3
7 | O=[N+]([O-])c1cc(-c2nnc(Nc3ccc(O)cc3)c3ccccc23)ccc1N1CCOCC1 | 4 | 4.2 | 9 | 2 | 8 | -2 | 3 | 5 | 13 | 0.5
8 | O=S(=O)(c1ccc(-c2ccccc2)cc1)N1CCCC1 | -2 | 2.9 | -2 | 4 | 1 | -3 | -4 | -2 | 5 | 0.7
9 | COc1ccc(/C=N/Nc2nc(Nc3ccccc3)nc(N3CCCC3)n2)cc1 | 8 | 0.5 | 4 | 8 | 2 | -3 | -7 | 5 | 10 | 0.0
10 | CCOCC(=O)Nc1cc(C(=O)OC)cc(C(=O)OC)c1 | -5 | -0.7 | 5 | -2 | -5 | 1 | -1 | -4 | -14 | -0.1

The list goes on (2 carried over from the part before).
nr | SMILES | ASAP1 GAP inh | GAA850 FXN act | GC-B act | ADAM10 inh | GC-A act | DDE Tn6 FP inh | sPLA2-III inh | rCAG binder | ARFGAP1 inh | KLK7 zymogen act
9 | COc1ccc(/C=N/Nc2nc(Nc3ccccc3)nc(N3CCCC3)n2)cc1 | 8 | 0.5 | 4 | 8 | 2 | -3 | -7 | 5 | 10 | 0.0
10 | CCOCC(=O)Nc1cc(C(=O)OC)cc(C(=O)OC)c1 | -5 | -0.7 | 5 | -2 | -5 | 1 | -1 | -4 | -14 | -0.1
11 | CCOC1CCCc2oc(-c3ccc(OC)cc3)c(C#CCCO)c21 (stereo not drawn) | 11 | x | -4 | -407 | 3 | -2 | -6 | 5 | 10 | 12
12 | Cc1ccc(S(=O)(=O)NCC(=O)OCC(=O)N2CCc3ccccc32)cc1 | 0 | -0.7 | -6 | -2 | -5 | -3 | -3 | -1 | 7 | -0.1
13 | CCc1c(O)nc(SCC(=O)Nc2ccccc2)n(C(C)CC)c1=O (stereo not drawn) | 2 | 2.7 | 6 | 3 | -3 | 6 | 3 | 6 | -5 | 0.1
14 | Cc1cc(C)cc(N(CC(=O)Nc2cc(C)ccc2C)S(=O)(=O)c2c(C)[nH]c(=O)[nH]c2=O)c1 | 2 | 0.1 | 7 | 2 | 0 | 2 | -28 | 26 | -9 | -0.2
15 | S=c1[nH]nc(-c2cc3ccccc3o2)n1Cc1ccccc1 | -12 | 2.5 | 2 | -364 | -1 | 12 | -7 | 24 | -3 | -27
16 | CCOc1ccccc1N1CCN(C(=O)c2csc(C)c2CC)CC1 | -2 | 0.7 | 1 | -6 | 2 | 4 | -3 | -9 | 6 | -0.6
17 | COc1cc(C(=O)COC(=O)c2ccncc2)cc(OC)c1OC | 2 | 1.7 | 1 | -6 | -1 | 7 | 6 | 8 | -4 | -0.2
18 | Cc1cccc(-n2ccnc2SCC(=O)Nc2nnc(C)s2)c1 | 0 | -3.4 | 0 | -5 | -2 | 0 | -3 | 2 | -19 | 0.7
19 | Cc1cc(C)nc(SCC(=O)N(C)C)n1 | 13 | 0.5 | 3 | 8 | -3 | -8 | 2 | 0 | 1 | 0.3
20 | COc1ccc(NC(=O)CSc2nc(SC)ns2)cc1 | -10 | 4.1 | -1 | -4 | 1 | 4 | 1 | 0 | -4 | -0.6
21 | CCCNC(=O)COC(=O)c1ccccc1C(=O)N(C)C1CCCCC1 | 0 | 1.3 | -8 | -1 | 0 | 11 | 5 | -3 | -1 | 0.3
22 | CC(C)OCCCn1c(SCC(=O)Nc2ccccc2C(F)(F)F)nc2nccnc2c1=O | 1 | 0.1 | -6 | -4 | 3 | 1 | -2 | -7 | -4 | 0.2
23 | Cc1noc(C)c1COc1ccc(C(=O)OCC(=O)OC(C)(C)C)cc1 | 15 | 0.0 | -2 | -6 | 2 | -5 | -6 | -11 | 15 | -0.8
24 | Cc1ccc(NS(=O)(=O)c2cccc(C(=O)NCCCn3ccnc3)c2)cc1 | 5 | 0.4 | 0 | 3 | -1 | -2 | -11 | -3 | 2 | -0.5
25 | O=[N+]([O-])c1ccc(/C=N/n2c(COc3ccccc3)n[nH]c2=S)cc1 | -6 | -0.2 | -8 | 1 | -3 | -3 | 9 | 21 | -3 | -0.1
26 | COc1cc(Cl)c(C)cc1NC(=O)CN1C(=O)C2CCCCC2C1=O (stereo not drawn) | 1 | 2.0 | 5 | -1 | 0 | 1 | 2 | 2 | 13 | 0.1
27 | COCCCNC(=O)C[C@@H]1C[C@@]2(C(=O)OC)CCCCC=C2N(CCC2=CCCCC2)C1=O | 4 | x | 5 | 2 | -1 | 4 | -7 | 1 | 11 | 0.7
28 | COc1cc2[nH]c(=O)n(CCC(=O)N3CC=C(c4ccccc4)CC3)c(=O)c2cc1OC | 4 | -0.2 | -2 | -15 | -7 | 4 | 3 | -6 | 6 | -0.3
29 | COc1cc(NC(=O)C2CC2)c(OC)cc1NC(=O)c1ccco1 | -7 | 0.4 | 2 | 8 | -3 | 2 | 3 | 0 | -1 | -0.5
30 | Cc1ccc(NC(=O)c2ncn(CC(=O)NCc3ccc4[nH]ccc4c3)n2)cc1C | -7 | -0.2 | -3 | -9 | 3 | 4 | -26 | 4 | 13 | 0.3
31 | Cn1cc(C(=O)c2ccc(Cl)cc2Cl)cc1C(=O)N/N=C(\N)COc1ccc(Cl)cc1 | 7 | -0.1 | -4 | 16 | 4 | 3 | -8 | 7 | 9 | -0.7
32 | Cc1cccc2c1N(CCOc1ccccc1)C(=O)C2=O | -9 | -0.5 | -2 | 5 | -12 | 0 | 10 | 4 | -3 | 0.2
33 | Cc1ccc(NC(=O)c2cc3c(s2)CCCC3)cc1 | -8 | 7.3 | -6 | 1 | -2 | 3 | -2 | -1 | -8 | 1.2
34 | CCC(C)NC(=O)C1CCN(S(=O)(=O)c2ccc3nc4c(c(C(=O)O)c3c2)CCCCC4)CC1 (stereo not drawn) | -5 | -4.1 | 1 | 2 | 0 | -6 | -2 | 3 | 2 | -0.3
35 | COc1ccc(CCN=Cc2ccc(O)cc2)cc1OC | 0 | -1.0 | 6 | 8 | 1 | 1 | 9 | -1 | 10 | -0.4
36 | COc1ccc(S(=O)(=O)N(C)C)cc1NC(=O)c1ccc2c(c1)OCCO2 | -6 | -0.7 | -4 | -6 | -1 | -5 | 3 | 3 | 11 | 0.0
37 | Oc1ccc(/C=N/Nc2cc(N3CCCC3)nc(N3CCCC3)n2)cc1 | 13 | -0.7 | -7 | -8 | -5 | 0 | 1 | 4 | 28* | -0.5
38 | COc1ccc(-c2nnc(NC(=O)c3cc(C)on3)s2)cc1 | 7 | 3.8 | 1 | 3 | -1 | -2 | 1 | 5 | -9 | 0.0
39 | O=C1/C(=C/c2ccc(F)cc2)SC(=S)N1N1CCOCC1 | -5 | 2.7 | 1 | -1 | 0 | 3 | -6 | 0 | 1 | 0.2
40 | CC(C)(C)OC(=O)N(CCc1ccccc1)Cc1ccccc1OCc1ccc(NC(=O)C2CCCC2)cc1 | -3 | -1.1 | 3 | 0 | -3 | -2 | -11 | 7 | -6 | -0.2
41 | O=C(CC[C@H]1O[C@@H](n2cnc3c(NC(=O)c4ccccc4)ncnc32)[C@H](O)[C@@H]1O)NCCCN1CCOCC1 | 8 | x | 7 | -2 | -3 | -3 | 3 | 1 | 0 | -0.5
42 | Cc1ccc(S(=O)(=O)N2CCOCC2)cc1NC(=O)COC(=O)c1ccc(OCc2c(C)noc2C)cc1 | 6 | 1.6 | -2 | 0 | 1 | 0 | -3 | 3 | 9 | -0.1
43 | C[C@H]1CN([C@@H](C)CO)C(=O)CCCn2nncc2CO[C@@H]1CN(C)Cc1ccc2cccnc2c1 | 2 | x | 3 | -1 | 5 | 1 | 2 | 0 | -3 | -0.2
44 | Cc1cccc2[nH]c(-c3ccc(NC(=O)c4ccco4)cc3)nc12 | 0 | 4.8 | -3 | -11 | -6 | -1 | -8 | 1 | 2 | 0.4
45 | O=C1NC(=O)c2cc(Oc3ccc([N+](=O)[O-])cc3)ccc21 | 2 | 2.1 | 1 | 4 | -2 | -1 | 8 | 1 | -5 | 0.4
46 | COC(=O)c1ccc(C)c(NS(=O)(=O)c2ccc(NC(C)=O)cc2)c1 | -4 | 1.9 | 3 | 1 | 0 | -5 | -2 | -3 | 3 | 0.4
47 | COc1cc(NC(=O)c2ccc(N3CC4CC(C3)c3cccc(=O)n3C4)c(NC(=O)c3ccncc3)c2)cc(OC)c1OC (stereo not drawn) | -6 | 0.3 | -1 | 2 | 0 | 0 | -8 | 0 | 1 | 0.4
48 | Cc1nc2sc(-c3ccccc3)cc2c(=O)[nH]1 | -5 | 4.5 | -13 | -16 | 5 | 5 | 7 | 3 | 6 | -1.1
49 | COc1ccc2cc(C(=O)N/N=C/c3cc(OC)c(OC)c(OC)c3)[nH]c2c1 | 16 | 0.1 | 1 | -53 | 6 | -15 | -26 | 2 | 14 | 0.4
50 | Cc1ccc(C(=O)C2=C(O)C(=O)N(CCCn3ccnc3)C2c2ccc(OC(C)C)cc2)o1 (stereo not drawn) | -4 | 3.9 | 0 | -5 | 11 | 6 | -12 | 4 | -1 | 0.2
51 | CN(C(=O)c1ccco1)c1ccccc1C(=O)O | 1 | 0.6 | 5 | -5 | -7 | -1 | 4 | -1 | 12 | -0.2
52 | O=C(Nc1ccc(Cl)cc1)N1CCOC12CCCCC2 | -2 | 1.5 | 3 | 2 | 0 | 7 | -1 | 1 | -9 | -0.4
53 | Cc1ccc(CCNS(=O)(=O)c2cc3c(cc2Cl)NC(=O)CO3)cc1 | 7 | -1.2 | -4 | -5 | -3 | -8 | -28 | 6 | -19 | -0.1
54 | O=C(NC(=S)NNS(=O)(=O)c1ccc(Cl)cc1)c1cccnc1 | 16 | -0.3 | -6 | 7 | -2 | -4 | 3 | 1 | -1 | -0.1
55 | OC[C@@H]1CN(Cc2ccc(-c3ccccc3)cc2)C[C@H](n2cnc3c(N4CCCC4)ncnc32)O1 | 10 | -1.3 | 7 | -1 | 3 | 1 | -16 | 6 | 1 | 0.6
56 | CCOC(=O)C1=C(C)NC(=O)NC1c1ccccc1OCc1c(F)cccc1Cl (stereo not drawn) | 0 | -0.6 | -14 | -1 | -19 | 13 | 1 | 3 | 8 | 0.6
